High-throughput results: PubChem BioAssay, several laboratories
Ins promoter up: MIN6 insulin promoter up-regulation. z-score at 5 µM. MIN6 insulin promoter-GFP reporter, high-content imaging; active compounds read high. 0.3% of 190,000 active;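 active means z-score above 3 at 5 µM with at least 500 cells counted in the well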
MT stabilize HCS: stabilizes microtubules in HeLa cells. HeLa tubulin immunostaining HCS, 24 h; share of cells brighter than vehicle mean+2SD. % tubulin-high responders, % at 10 µM. 0.83% of 200,000 active. AID 2205;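 active means plate Z-score above 3 for both tubulin-high and condensed-nucleus cell shares, with cell loss under 80%, at 10 µM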;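 further: anti alpha tubulin signal scored within the nucleus-defined area of each cell; some results filed as inactive read as strong as hits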
Dynein transport: blocks dynein driven cargo transport along microtubules | 3617.4 mouse cells, GR-EGFP nuclear translocation imaging; test concentration mostly 20 µM; stimulated with dexamethasone, 1 µM; active compounds read low | z-score, hits read low | 0.47% of 220,000 active | AID 1381;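 active means plate z-score of nuclear minus cytoplasmic receptor signal below a set negative limit, without overly bright fluorescence or cell loss, cut at about -3.5 in these data, passing the limit was not always enough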;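 further: z-score of nuclear minus cytoplasmic ring GR-EGFP intensity difference per well; some compounds called inactive have numbers as strong as hits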
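Buffer or medium: tet-free medium with charcoal-stripped serum / Also added: dexamethasone agonist, 1.0 µM final, for 30 min / Timing: induction 48 h, compound 1 h, agonist 30 min / Measured by: high-content fluorescence imaging after fixation / Read-out: nuclear-to-cytoplasmic GR-EGFP distribution per well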
Autophagy HCS: alters autophagy in cells; MEF GFP-LC3 puncta imaging; test concentration mostly 10 µM; calls only at 10 µM (by protocol); 0.98% of 190,000 active; AID 463193;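 active means percentage of spot-positive cells more than 3 SD above its plate mean, without a fluorescence outlier flag or 80% toxicity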;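 further: spot-positive cell cutoff set from DMSO-treated cells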
Salmonella PhoP GFP: PhoP-dependent GFP reporter repression – Salmonella Typhimurium, primary screen (AID 1863) | S. Typhimurium PhoP-regulated promoter GFP reporter, 4 h; higher % means a stronger effect | one-dose inhibition, % at 50 µM; IC50 in µM for titrated hits | 0.16% of 300,000 active;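 active means inhibition over 29.93%, a cutoff 3 SD above the screen mean, later confirmed by dose response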;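 further: 0% = low Mg2+ inducing control and 100% = high Mg2+ repressing control; strong numbers were not always called active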
ER stress rescue: rescue of cells from ER stress-induced death, primary screen, 384-well, CSM14.1, thapsigargin, ATP luminescence (AID 1222); CSM14.1 thapsigargin-induced death rescue, ATP luminescence; higher % means a stronger effect; one-dose cellular ATP content (survival), % at 20 µM; EC50 in µM for titrated hits; 190,000 tested, under 10 active;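 active means EC50 below 50 µM in the dose-response confirmation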;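 further: death triggered by thapsigargin at about 15 µM added after 2 h compound pretreatment; cell ATP read after overnight thapsigargin exposure of roughly 18 to 22 hours; normalized against plate controls of thapsigargin alone and 5% DMSO vehicle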
T cell modulator: T cell immune modulators affecting CD8 T cell-vesicle binding. 0.068% of 330,000 active. 2C CD8+ T cell-vesicle binding, flow cytometry; active compounds read low. AID 2052. calls only at 7 µM;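 active means response, share of CD8 T cells binding vesicles, and their 90th percentile fluorescence all below set limits, cut at about 80% in these data, passing the limit was not always enough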
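System: murine 2C transgenic CD8+ T lymphocytes; also added: QL9-loaded Drosophila micro-vesicles; times: binding 1.5 h at 37 °C; measured by: flow cytometry, PE anti-B7-1 (FL2) versus Alexa647 anti-CD8 (FL8), PFA-fixed; control set: Peptide-free naked vesicles (low) and QL9 vesicles with 0.7% DMSO vehicle (high)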
bCat nuc transl: beta-catenin nuclear translocation modulation; nuclear translocation activity, % at 5 µM; 0.3% of 190,000 active; HeLa beta-catenin nuclear translocation, immunofluorescence imaging;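 active means nuclear translocation activity above 50% at 5 µM, with a well cell count of 50 or more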;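 further: per-cell ratio of nuclear to cytoplasmic median beta-catenin stain intensity; plate controls were DMSO negative control for no effect and GSK-3 inhibitor IX positive control for full effect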
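Test system: human HeLa cell line; Doses: 5 µM primary, 0.02–20 µM confirmation; Incubation: 24 h compound exposure, 37°C; Detection: beta-catenin immunofluorescence imaging with DAPI; Read-out: beta-catenin nuclear/cytoplasmic ratio, % activation.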
Hep lipid drop: modulators of hepatic lipid droplet formation. AML12 mouse hepatocytes, oleate lipid droplets, BODIPY imaging. inhibition, % at 6.5 µM. 0.4% of 240,000 active;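 active means lipid droplet intensity inhibited by at least 50%, with more than 500 cells counted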
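Material – AML12 mouse liver cells · Also added – oleate loading, 100 µM · Compound dosing – 6.5 µM single-point dosing · Times – overnight treatment with compound plus oleate · Measured by – fluorescence imaging, 20x objective, two fields per well · Read-out – percent inhibition of filter-corrected integrated lipid droplet intensity per well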
Dynein transport cytoplasmic EGFP: recorded beside Dynein transport, whose call it bears; z-score; measured here: cytoplasmic GR-EGFP intensity; active compounds read high
Dynein transport nuclear GR-EGFP: also measured in Dynein transport; calls as there; z-score; measured here: nuclear GR-EGFP intensity;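 lower value marks the stronger effect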
Dynein transport cell count: further read-out of Dynein transport, marked with its call; z-score; measured here: cell count per field
Ins promoter up cell count: further read-out of Ins promoter up, marked with its call; cell count; measured here: cytotoxicity, nuclei count;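 total cells summed across four imaged fields per well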
Hep lipid drop cells 6.5 µM: second read-out of Hep lipid drop, no call of its own (marks repeat the call); cell count; measured here: cell count, cytotoxicity flag;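 cells counted across two imaged fields per well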
bCat nuc transl cell count 5 µM: second read-out of bCat nuc transl, no call of its own (marks repeat the call); cell count; measured here: cell count, cytotoxicity flag
T cell modulator vesicle-bound %: further read-out of T cell modulator, marked with its call; double positive events, %; measured here: CD8+ vesicle-bound cell fraction;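 binding gate set so that unloaded-vesicle control wells show 10% double positive cells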
MT stabilize HCS Hoechst-high %: also measured in MT stabilize HCS; calls as there; % Hoechst-high responders; measured here: nuclear condensation Hoechst responders;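 share of cells brighter than vehicle mean plus two SD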
MT stabilize HCS cytotoxicity %: second read-out of MT stabilize HCS, no call of its own (marks repeat the call); toxicity, %; measured here: cytotoxicity by cell density;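 0% = mean cell density of plate MIN control wells and 100% = no cells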
Autophagy HCS cell loss 18 h: recorded beside Autophagy HCS, whose call it bears; toxicity, %; measured here: cell loss, nuclei count;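 cell loss after 18 h compound exposure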
Numbers without * were called inactive; i = inactive; . = not tested or not shown; + = active, no number. An unsorted share of the library, and some 3% of all compounds hit somewhere here.

Below each compound: Dynein transport cytoplasmic EGFP	Ins promoter up cell count	MT stabilize HCS	bCat nuc transl cell count 5 µM	Dynein transport	Dynein transport cell count	ER stress rescue	bCat nuc transl	T cell modulator	MT stabilize HCS Hoechst-high %	Autophagy HCS	Autophagy HCS cell loss 18 h	Dynein transport nuclear GR-EGFP	Hep lipid drop	Salmonella PhoP GFP	T cell modulator vesicle-bound %	Ins promoter up	Hep lipid drop cells 6.5 µM	MT stabilize HCS cytotoxicity %
#1 CCCCN1C(=O)/C(=C/C=C2\N(C)c3ccccc3C2(C)C)SC1=S
→ 23	.	11	1453	-5	-0.59	-0.8%	13	i	1.3	+	18*	3.4	.	-10%	60	.	.	8.8
#2 NC(=O)N/N=C/c1sc(=O)n(-c2ccccc2)c1Cl
→ 0.43	.	.	1338	-1.2	0.38	.	-0.8	i	.	.	.	0.084	14	.	55	.	704	.
#3 Cc1ccc(OCC(=O)Nc2nnc(-c3ccco3)s2)cc1
→ 0.37	1048	.	1322	-0.47	-0.46	.	0.4	i	.	.	.	0.36	7	-1%	32	-0.23	643	.
#4 COC(=O)c1cn(C(=O)OC)c2ccccc12
→ -0.24	.	3.7	987	-0.67	0.51	-2.7%	2.4	i	1.7	i	-3	-0.48	-17	14%	47	.	594	5.1
#5 O=C(CN(Cc1ccccc1)S(=O)(=O)c1ccccc1)N/N=C/c1ccc([N+](=O)[O-])cc1
→ -0.28	.	2.6	925	-0.54	1	-0.7%	-0.3	i	2.6	i	-15	-0.69	-6	-3%	12	.	409	10
#6 COc1cccc(N=c2oc3cc(O)ccc3cc2C(=O)NCC2CCCO2)c1 (stereo unspecified)
→ -0.39	1256	2.7	1594	-0.29	1.1	-1.1%	0.2	i	1.8	i	-3	-0.029	30	-8%	58	-1.7	649	5.6
#7 c1cncc(C(c2nnnn2C2CCCCC2)N2CCN3CCCC3C2)c1 (stereo unspecified)
→ -0.28	1156	3.0	1275	-0.34	0.53	-1.8%	-2.0	i	2.2	i	4	-0.27	-18	-8%	32	0.18	708	3.7
#8 CC(C)[C@H](NC(=O)NCc1ccco1)C(=O)O
→ -0.26	889	4.4	1164	0.4	-0.75	1.4%	-3.0	i	2.9	i	23	0.61	.	-3%	47	0.61	.	6.5
#9 CCC(=O)Nc1nc2ccccc2n1Cc1ccc(Cl)cc1
→ -0.31	1498	0.5	934	0.01	0.46	i	0.7	i	1.4	i	8	0.53	-23	.	20	-0.44	698	2.6
#10 O=S(=O)(Nc1ccccc1N1CCCCC1)c1ccc(Cl)s1
→ -0.27	.	3.2	.	-0.057	-0.013	-0.9%	.	i	1.9	i	4	-0.066	-29	-6%	56	.	780	5.6
#11 Cc1cccc(N2CCN(C(=O)c3cnn4c(C(F)F)cc(-c5ccccc5)nc34)CC2)c1C
→ -0.19	875	3.1	.	-0.03	-0.29	1.3%	.	i	1.9	i	4	0.011	.	6%	36	-0.92	.	1.6
#12 COC(=O)c1sc(-c2ccccc2)cc1NC(=O)c1ccccc1
→ -0.23	1332	1.8	993	0.056	-0.28	-2.8%	-1.2	i	4.8	i	-5	0.22	22	-12%	52	0.54	671	4.9
#13 Nc1nc2nonc2nc1N
→ -0.19	1398	.	1318	-0.21	0.12	.	0.5	i	.	.	.	-0.13	7	-9%	24	0.33	670	.
#14 COc1ncccc1C(=O)N1CCCC(C(=O)c2cccc(OC(C)C)c2)C1 (stereo unspecified)
→ -0.28	1392	3.6	1539	-1.3	1.4	1.4%	0.2	i	3.1	i	4	-0.74	2	5%	41	0.19	728	12
#15 Cc1cc(C(=O)NCC(c2ccco2)N(C)C)no1 (stereo unspecified)
→ -0.17	1884	5.3	1058	2.4	-1.1	-3.5%	-1.2	i	2.9	i	-5	1.1	-4	6%	30	-0.56	634	7.4
#16 Cc1ccc(S(=O)(=O)N2c3ccccc3NC(=O)C2CC(=O)Nc2ccccc2)cc1 (stereo unspecified)
→ -0.2	1193	4.3	738	-0.42	-0.46	-1.8%	-0.5	i	2.4	i	-3	0.14	.	8%	49	0.51	.	7.9
#17 CCOC(=O)N1CCN(C(=O)NC23CC4CC(CC(C4)C2)C3)CC1
→ -0.19	1159	2.2	1128	-0.52	-0.028	-0.9%	3.4	i	0.5	i	-3	0.11	-1	7%	45	0.72	798	18
#18 Cc1cc(C)c(S(=O)(=O)N2CCCC(C(=O)NCCC3=CCCCC3)C2)c(C)c1 (stereo unspecified)
→ -0.2	1455	2.4	1422	-0.39	-0.34	-0.2%	-3.3	i	2.0	i	-2	-0.89	.	6%	29	-0.22	.	2.4
#19 CCn1c(SCC(=O)N/N=C/C=C\c2ccccc2[N+](=O)[O-])nc2ccccc21
→ -0.21	1633	2.6	1098	-0.82	0.88	-0.2%	-2.6	i	1.6	i	-10	-0.63	-12	-6%	25	-0.15	710	8.1
#20 COc1cccc(CCNc2ccc(N3C(=O)CC(C)C3=O)cc2[N+](=O)[O-])c1 (stereo unspecified)
→ -0.3	1267	2.6	1099	-0.83	0.84	-5.0%	-0.9	i	2.7	i	4	-0.36	-12	-6%	33	0.06	663	8.3

Overlap with the part before: 2 compounds; new compounds follow.
Below each compound: Dynein transport cytoplasmic EGFP	Ins promoter up cell count	MT stabilize HCS	bCat nuc transl cell count 5 µM	Dynein transport	Dynein transport cell count	ER stress rescue	bCat nuc transl	T cell modulator	MT stabilize HCS Hoechst-high %	Autophagy HCS	Autophagy HCS cell loss 18 h	Dynein transport nuclear GR-EGFP	Hep lipid drop	Salmonella PhoP GFP	T cell modulator vesicle-bound %	Ins promoter up	Hep lipid drop cells 6.5 µM	MT stabilize HCS cytotoxicity %
#19 CCn1c(SCC(=O)N/N=C/C=C\c2ccccc2[N+](=O)[O-])nc2ccccc21
→ -0.21	1633	2.6	1098	-0.82	0.88	-0.2%	-2.6	i	1.6	i	-10	-0.63	-12	-6%	25	-0.15	710	8.1
#20 COc1cccc(CCNc2ccc(N3C(=O)CC(C)C3=O)cc2[N+](=O)[O-])c1 (stereo unspecified)
→ -0.3	1267	2.6	1099	-0.83	0.84	-5.0%	-0.9	i	2.7	i	4	-0.36	-12	-6%	33	0.06	663	8.3
#21 Cc1cc(C)n(CCSCC(=O)O)n1
→ -0.26	869	1.6	.	-0.51	1	-0.6%	.	i	1.2	i	-4	-0.12	1	-16%	18	0.08	780	6.2
#22 Cc1ccc(N(CC(=O)Nc2c(C)n(C)n(-c3ccccc3)c2=O)S(C)(=O)=O)cc1C
→ -0.18	.	3.6	1073	0.36	-0.61	-1.7%	-0.8	i	1.8	i	-7	0.13	10	6%	30	.	724	8.2
#23 CCc1ccc(-c2ccc(C(=O)O)c(C)n2)cc1
→ -0.25	1303	3.2	516	0.26	-0.41	-1.5%	-1.1	i	2.6	i	4	0.88	19	-1%	10	-0.95	661	5.9
#24 O=C1CC(N2CCCCC2)C(=O)N1c1ccccc1 (stereo unspecified)
→ -0.24	1118	3.7	1112	-0.35	0.57	2.4%	-2.5	i	1.8	i	0	-0.6	4	-3%	59	0.73	774	5.4
#25 CCNC(=O)CC1C(=O)N(CC)C(=S)N1NC(=O)c1ccccc1 (stereo unspecified)
→ 0.017	.	.	1438	-0.43	0.15	.	-0.9	i	.	.	.	-0.24	1	-10%	27	.	745	.
#26 COc1cc(OC)cc(C(=O)N[C@H](C(=O)Nc2cc(C)cc(C)c2)C(C)C)c1
→ -0.25	1091	2.1	1148	-0.28	-0.39	-4.1%	0.7	i	2.1	i	21	0.063	6	-7%	45	-0.44	733	5.3
#27 Clc1ccccc1CSc1nnc(-c2ccccn2)n1Cc1ccco1
→ -0.16	1425	4.0	1024	0.044	-0.0023	0.3%	-1.9	i	2.1	i	29	-0.38	.	0%	44	0.63	.	3.4
#28 COc1ccc(-c2nc(N)nc(C)c2Oc2ccccc2Br)c(O)c1
→ -0.24	1322	37	.	0.0092	0.12	.	.	i	8.9	i	-2	0.019	-23	7%	24	-0.35	673	39
#29 CC(C)Cn1c(C(C)NC(=O)Cc2ccccc2)nc2ccccc21 (stereo unspecified)
→ -0.24	1848	3.8	1092	0.05	0.4	1.0%	0.4	i	2.6	.	.	0.032	-28	9%	7	1.6	687	5.8
